Compound activity from PubChem BioAssay.
N370S GC mod: inhibitors or activators of N370S glucocerebrosidase for Gaucher disease; N370S GC spleen homogenate, 4MU-glucoside fluorescence; AID 2101; Potency, µM (series often up to 59.4 µM), without a hit: at the top dose activity change, negative = inhibition, actives largely listed as inhibitors; P04062; actives 0.092% (n = 330,000);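 further: 0% = full enzyme activity and -100% = no enzyme basal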
FEN1 inhibitor: blocks human flap endonuclease 1; AID 588795; actives 0.35% (n = 390,000); Recombinant FEN1 flap cleavage, fluorescence, 15 min; Potency, µM (titrated, usually from 114 µM), without a hit: at the highest dose activity change, negative = inhibition, most hits filed as inhibitors; further: nearly all actives have a fitted effect of over 65% in size
Target sequence (P39748 whole entry, looked up): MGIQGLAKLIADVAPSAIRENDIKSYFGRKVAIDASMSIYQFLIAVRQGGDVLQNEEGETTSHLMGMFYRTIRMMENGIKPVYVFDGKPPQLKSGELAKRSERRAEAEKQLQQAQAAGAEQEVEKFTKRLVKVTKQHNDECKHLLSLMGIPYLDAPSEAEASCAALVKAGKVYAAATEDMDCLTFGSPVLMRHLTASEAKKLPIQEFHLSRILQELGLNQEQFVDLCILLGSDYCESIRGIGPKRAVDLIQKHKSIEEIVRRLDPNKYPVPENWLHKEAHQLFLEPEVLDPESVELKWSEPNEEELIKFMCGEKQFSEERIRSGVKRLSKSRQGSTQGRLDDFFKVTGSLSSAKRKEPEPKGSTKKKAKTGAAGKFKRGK
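Recombinant FEN1 (10 nM) was preincubated with pin-transferred compounds for 15 min at room temperature, then flap DNA substrate (50 nM final) was added. Plates were read at 0 and 15 min, and normalized concentration–response data were fitted to a four-parameter Hill equation.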
TDP1 block: inhibitors of human tyrosyl-DNA phosphodiesterase TDP1 | Q9NUW8 | recombinant TDP1, AlphaScreen DNA substrate cleavage | Potency, µM (series often up to 130 µM), without a hit: at the top dose activity change, negative = inhibition, actives largely listed as inhibitors | actives 0.28% (n = 350,000); further: nearly all actives have a fitted effect of over 40% in size
Target sequence (Q9NUW8 whole entry, looked up): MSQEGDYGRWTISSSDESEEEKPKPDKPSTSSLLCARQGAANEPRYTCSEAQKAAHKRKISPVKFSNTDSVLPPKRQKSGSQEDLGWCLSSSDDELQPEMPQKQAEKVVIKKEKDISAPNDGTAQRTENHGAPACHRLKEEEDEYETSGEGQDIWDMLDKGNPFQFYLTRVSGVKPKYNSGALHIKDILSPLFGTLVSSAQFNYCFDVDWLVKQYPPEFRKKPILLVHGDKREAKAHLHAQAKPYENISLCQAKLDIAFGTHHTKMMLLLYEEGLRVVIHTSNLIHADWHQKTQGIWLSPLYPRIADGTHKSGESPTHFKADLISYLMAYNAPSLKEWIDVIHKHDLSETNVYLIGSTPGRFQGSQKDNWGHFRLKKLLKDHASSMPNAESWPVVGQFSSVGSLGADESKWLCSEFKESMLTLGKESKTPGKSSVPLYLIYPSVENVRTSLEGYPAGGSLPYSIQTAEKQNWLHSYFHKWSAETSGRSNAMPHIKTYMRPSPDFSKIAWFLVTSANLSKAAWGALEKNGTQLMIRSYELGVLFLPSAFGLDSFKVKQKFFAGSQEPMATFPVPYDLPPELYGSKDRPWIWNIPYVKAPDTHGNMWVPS
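Steps: enzyme plus compound, 15 min RT; add biotin/phosphotyrosine-FITC oligonucleotide (15 nM final), react 5 min; add donor/acceptor beads (10 ug/ml final), 10 min; read AlphaScreen. Tdp1 at 1 nM final.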
The depositor's hits bear a star; ? = inconclusive; . = no result given; & = joins results of further samples; [ ] = remark or other dose. The call rests on the fitted dose curve; in most records, active means well fitted curve in the direction sought with a large enough effect; inconclusive means small, poorly fitted or top-dose-only effect, or another doubt; inactive means no such curve, though single readings can be large; an effect the other way counts as inactive or inconclusive. Unless noted, on the % scale 0 is the no-effect control and ±100 the full control effect; potency means the concentration at half of the fitted maximal effect.

molecule | N370S GC mod | FEN1 inhibitor | TDP1 block
COc1ccc(NC(=O)N(CCC(C)C)C(C)c2ccccn2)c(OC)c1 (stereo unspecified) | 7% | 8% | -2%
Cc1ccc(C(=O)Nc2ccc(S(=O)(=O)N3CCC(c4nc5ccccc5s4)CC3)cc2)cc1 | . | 15% | 9%
O=C(CSC1=NS(=O)(=O)c2cc(Cl)ccc2N1)NCCc1ccccc1 | -14% | 0% | 0%
CC1CCN(C(=O)C2CCCCN2S(=O)(=O)c2cccc([N+](=O)[O-])c2)CC1 (stereo unspecified) | 1% | -14% | 0%
COc1ccc(NCC(=O)N/N=C/c2cc([N+](=O)[O-])ccc2N2CCCC2)cc1 | -6% | -8% | 8%
COc1ccc(NS(=O)(=O)c2ccc(NS(=O)(=O)c3cccs3)cc2)c(OC)c1 | 16% | 16% | 3%
Cc1ccc(CC(=O)Nc2nc3ccccc3[nH]2)cc1C | ? | 2% | 4%
CCOc1ccc(Br)cc1S(=O)(=O)Nc1nc(CN2CCOCC2)nc2sc(C)c(C)c12 | 5% | -8% | 4%

A different layout for 2 compounds above.
structure: COc1ccc(NS(=O)(=O)c2ccc(NS(=O)(=O)c3cccs3)cc2)c(OC)c1
- N370S GC mod: 16%
- FEN1 inhibitor: 16%
- TDP1 block: 3%
structure: Cc1ccc(CC(=O)Nc2nc3ccccc3[nH]2)cc1C
- N370S GC mod: ?
- FEN1 inhibitor: 2%
- TDP1 block: 4%

The list goes on:
molecule | N370S GC mod | FEN1 inhibitor | TDP1 block
Clc1cccc(-n2ncc3c(NC4CCCCC4)ncnc32)c1 | . | 5% | 3%
COc1cc(C(=O)NCc2nnc(SCC(=O)Nc3nc4ccccc4s3)o2)cc(OC)c1OC | 10% | 7% | 3%
CCOc1ccc(-c2cccc(NS(=O)(=O)c3c(C)cc(C)cc3C)c2)nn1 | . | -16% | 3%
CC[C@H](C)[C@@H]1NC(=O)[C@H]([C@@H](C)CC)NC(=O)[C@@H](CC(C)C)NC(=O)[C@H](Cc2ccccc2)NC(=O)[C@H](Cc2ccccc2)NC(=O)[C@@H]2CCCN2C(=O)[C@@H]2CCCN2C(=O)[C@H](C(C)C)NC(=O)[C@H](CC(C)C)NC1=O | . | -17% | 1%
O=[N+]([O-])c1ccc(-c2c[nH]c(=S)[nH]2)cc1 | 0% | -5% | 0%
COc1ccc(NS(=O)(=O)c2cc(N)ccc2N2CCCC2)cc1 | . | 0% | 6%
CCOc1ccc(/C(O)=C2/C(=O)C(=O)N(CCN(CC)CC)C2c2ccco2)cc1 (stereo unspecified) | -1% | 11% | -3%
CCOc1ccc(N(CC(=O)NC2CC3CCC2C3)S(=O)(=O)c2ccccc2)cc1 (stereo unspecified) | -5% | 0% | 3%
O=C(CCn1cccc1)N1CCc2ccccc21 | 1% | 1% | 2%
Cn1c(SCC(=O)NC2CC2)nnc1-c1ccco1 | 0% | -5% | 4%
O=C(CCS(=O)(=O)c1cccc2nsnc12)N1CCN(C(=O)c2ccco2)CC1 | 2% | 11% | 1%
CCOC1CC(C)(C)NC(=S)N1 (stereo unspecified) | 0% | -2% | 2%
Cc1ccc(N(C(=O)c2csnn2)C(C(=O)NC2CCCCC2)c2cccnc2)cc1 (stereo unspecified) | 2% | -17% | 3%[0.0935 µM]
Cc1ccccc1-c1nnn(C/C(N)=N/O)n1 | 5% | -15% | 4%
COc1ccc(C2c3ccc4ccccc4c3Oc3ncn(Cc4ccco4)c(=N)c32)cc1OC (stereo unspecified) | ? | -16% | 8%
COc1cc2c(cc1CC=C(C)C)C(=O)C[C@@H](c1ccc(O)cc1)O2 | -4% | . | 16%
O=C(Cc1csc(NC(=O)Nc2cccc(Cl)c2)n1)NCc1ccccn1 | -2% | -1% | 7%
O=C(NCCc1ccc(F)cc1)C1CCN(C(=O)Nc2ccccc2)CC1 | . | -9% | 2%
O=C(CC(c1ccccc1)c1cc(Br)ccc1O)NCC1(c2ccccc2)CCCC1 (stereo unspecified) | . | -16% | 6%
COc1cccc(/C=C/c2[nH]c(=O)[nH]c(=O)c2[N+](=O)[O-])c1O | -8% | -3% | .
OCCNc1cnc2ccccc2n1 | 7% | 1% | 8%
CN1C(=O)CSc2ccc(NC(=O)N3CCC(N4CCCCC4)CC3)cc21 | -1% | -22% | 2%
O=C(c1cnc2n(c1=O)CCS2)N1CCN(c2ccc(Cl)c(Cl)c2)CC1 | 8% | 7% | 2%
Nc1nc(NCc2ccco2)nc(N2CCCCCC2)c1[N+](=O)[O-] | -4% | -3% | 11%
O=S(=O)(NCC(c1ccco1)N1CCN(c2ccccc2)CC1)c1ccccc1 (stereo unspecified) | . | -5% | 10%
CCOC(=O)c1c(CSc2ccccc2)n(C)c2ccc(O)c(CN3CCN(C)CC3)c12 | -14% | -12% | 5%
CCO/C=C1\SC(=S)N(c2ccc(Cl)cc2)C1=O | -11% | 1% | 4%
COc1ccc(NCC(O)COc2ccc(C(C)(C)C)cc2)cc1 (stereo unspecified) | -8% | 0% | 5%
Cc1ccc(-c2nc3scc(CCNS(=O)(=O)c4c(C)noc4C)n3n2)cc1 | . | 3% | 3%
Cc1ccc(CNc2nc(Cl)c(C#N)s2)cc1 | 0% | 12% | 5%
COCOc1ccc(Br)cc1C(=O)/C=C\c1ccc2c(c1)OCO2 | 14%[12.8 µM] | . | 2%[21 µM]
Cc1ccc(S(=O)(=O)Nc2ccc(C(OC(=O)c3ccccc3[N+](=O)[O-])(C(F)(F)F)C(F)(F)F)cc2)cc1 | 3% | -18% | 0%
c1cncc(-c2nc3ccccc3[nH]2)c1 | 19%&12% | -8% | 3%
COC(=O)[C@@H](Cc1c[nH]c2ccccc12)NC(=O)c1cc(=O)[nH]c2ccccc12 | 2% | -1% | 9%
COc1ccc2nc3ccccc3nc2c1N | -8% | ? | 11%
CCC(CCC(C)C1CCC2C3CC=C4CC(OC(C)=O)CC[C@@]4(C)C3CC[C@@]12C)C(C)C (stereo partly specified) | 4% | . | 10%
O=C(NC(=S)Nc1ccccn1)c1ccccc1 | 15% | 19% | .
CCOC(=O)c1ccc(CN(Cc2ccc(F)cc2)S(=O)(=O)c2ccc(F)cc2)cc1 | . | -13% | 3%
COc1ccccc1C1C(C(N)=O)=C(C)Nc2nc(-c3ccccc3Cl)nn21 (stereo unspecified) | -25% | 20% | 7%
O=C(N=C1SC2CS(=O)(=O)CC2N1c1cccc(Cl)c1)C1CCCO1 (stereo unspecified) | -2% | -8% | 1%

Next part, starting with the last five of the part before.
molecule | N370S GC mod | FEN1 inhibitor | TDP1 block
CCC(CCC(C)C1CCC2C3CC=C4CC(OC(C)=O)CC[C@@]4(C)C3CC[C@@]12C)C(C)C (stereo partly specified) | 4% | . | 10%
O=C(NC(=S)Nc1ccccn1)c1ccccc1 | 15% | 19% | .
CCOC(=O)c1ccc(CN(Cc2ccc(F)cc2)S(=O)(=O)c2ccc(F)cc2)cc1 | . | -13% | 3%
COc1ccccc1C1C(C(N)=O)=C(C)Nc2nc(-c3ccccc3Cl)nn21 (stereo unspecified) | -25% | 20% | 7%
O=C(N=C1SC2CS(=O)(=O)CC2N1c1cccc(Cl)c1)C1CCCO1 (stereo unspecified) | -2% | -8% | 1%
CC(=O)N1CCc2cc(S(=O)(=O)NCCC(=O)NC3CCCc4ccccc43)ccc21 (stereo unspecified) | 8% | -4% | -8%
COc1cccc(NC(=S)Nc2cc(C(=O)O)ccc2N2CC3CC(C2)c2cccc(=O)n2C3)c1 (stereo unspecified) | 14% | -12% | 5%
COc1ccc(CCN2CC(C(=O)NCC3(O)CCCCC3)CCC2=O)cc1 (stereo unspecified) | -21% | 0% | 1%
Cc1ccc2nc(-c3cccc(SC4CCCCC4)c3)c(NC3CCCCC3)n2c1 | . | -21% | 3%
Cc1nc2nc[nH]n2c(=O)c1NC(=O)c1c(-c2ccccc2Cl)noc1C | ? | -6% | -9%
CCC(C(=O)OCC(=O)Nc1ccc(OC)cc1OC)c1ccccc1 (stereo unspecified) | 27% | -10% | 0%
CC12CCC(c3c(C(=O)O)nn(-c4ccccc4)c31)C2(C)C (stereo unspecified) | 16% | 1% | -2%
CCC1(C)N(O)C(C)(C)C(c2ccc(F)cc2)=[N+]1[O-] (stereo unspecified) | 5% | 2% | 0%
CCn1cc(C(=O)N[C@H](C(=O)NCCO)C(C)C)c(=O)c2cc3c(cc21)OCO3 | -2% | 4% | .
Cc1sc2ncn(CC(=O)N3CCN(c4cccc(Cl)c4)CC3)c(=O)c2c1S(=O)(=O)N1CCN(c2ncccn2)CC1 | . | -5% | 3%
COc1ccccc1CCC(=O)OCC(=O)NC1CC1 | 1% | 2% | -3%
NC(=O)C1CCN(c2ccc(C(F)(F)F)cn2)CC1 | 18% | 0% | 3%
Cc1ccc(C(=O)Nc2ccc3c(c2)OCO3)cc1Cl | 2% | . | 2%
COc1ccc(-c2nc(CSCC(=O)N3CCN(c4ccccc4)CC3)c(C)o2)cc1 | . | -21% | 8%
CCOC(=O)C1(Cc2ccc(OC)cc2)CCN(C(=O)c2cccc3nccnc23)CC1 | 5% | 16% | .
COc1ccc(CN2CCN(S(=O)(=O)c3ccc(NC(C)=O)cc3)CC2)cc1OC | -2% | -10% | -7%
CCOC(=O)c1[nH]cnc1C(=O)Nc1ccc(F)cc1 | 1% | -3%&2% | 3%&8%
CCOc1ccccc1OCCC(=O)N1CCN(S(=O)(=O)c2ccccc2[N+](=O)[O-])CC1 | . | -3% | -12%
Cc1nn(-c2ccccc2)c(Cl)c1/C=N/NC(=O)c1ccco1 | -11% | -3% | 0%
Clc1cccc(-c2nc(NCCCN3CCOCC3)c3ccccc3n2)c1 | 7% | ? | -3%
CC(=O)c1ccc(OCC(O)COc2ccc(C(C)=O)cc2)cc1 | 0% | 19% | 6%
O=C(Nc1ccccc1C(=O)N1CCCC1)c1cccc(S(=O)(=O)N2CCCCC2)c1 | -22% | -2% | 4%
CN(C)CCNc1oc(-c2ccccc2F)nc1C#N | 1% | -14% | 7%
Cc1c(C(=O)NCC2CCCO2)sc2nc(-c3ccccc3)cn12 (stereo unspecified) | 16% | 16% | 2%
CC(=O)[C@@]1(O)C(C)CC2C3C=C(C)C4=Cc5c(cnn5-c5ccccc5)C[C@]4(C)C3C(O)C[C@@]21C (stereo partly specified) | 0% | -16% | 6%
CCN1C(=O)N[C@@H](c2ccc(Br)cc2)C(C(C)=O)=C1C | 1%[12.8 µM] | -1% | 5%[12.3 µM]
CC(C)(C)c1[nH]ncc1[N+](=O)[O-] | 0% | -6% | -3%
CCOc1cc(C2NC(=O)N(C)C(C)=C2[N+](=O)[O-])ccc1OC(C)=O (stereo unspecified) | -13% | 13% | -5%
Cc1ccc(C)c(OCc2nc3ccc(S(=O)(=O)Nc4c(C)n(C)n(-c5ccccc5)c4=O)cc3[nH]2)c1 | 10% | 0% | 3%
CCCCn1c(N)c(NCCC)c(=O)[nH]c1=O | 21% | 3% | 2%
Cc1ccccc1CN1CCCNC1=O | 9% | -2% | 9%
COc1cc(C2/C(=C(\O)c3ccc4c(c3)OCCO4)C(=O)C(=O)N2Cc2ccccc2)ccc1O (stereo unspecified) | -5% | -19% | -2%
COc1cc(C2c3[nH]c4ccccc4c3C[C@@H]3C(=O)N(Cc4ccco4)CC(=O)N23)cc(OC)c1OC (stereo partly specified) | 5% | -15% | .
O=C(CCCCl)NC(=S)Nc1cc(C(F)(F)F)ccc1N1CCOCC1 | ? | -23% | -5%
CCN(CC)S(=O)(=O)c1cccc(NC(=O)CCNC(=O)c2ccc([N+](=O)[O-])cc2)c1 | -23% | 0% | 3%
COc1cc(/C=N/NC(=O)c2ccc(NS(=O)(=O)c3cccs3)cc2)cc(OC)c1O | . | ? | 3%
Cc1ccc(-c2nc3c(C)cccn3c2Nc2ccccc2C)s1 | . | -2% | 10%
O=c1nc(/C=C/c2ccccc2C(F)(F)F)cc(C(F)(F)F)[nH]1 | 5% | 3% | 7%
CC(C)(C)C(=O)NC1(C(F)(F)F)NC(=O)N(c2ccccc2F)C1=O (stereo unspecified) | -8% | 8% | .
CCOC(=O)NC1(C(F)(F)F)NC(=O)N(c2ccc(F)cc2)C1=O (stereo unspecified) | 0% | -7% | -1%
CC12CCC(=O)N1C(C(=O)Nc1ccccc1N1CCOCC1)CS2 (stereo unspecified) | -6% | 5% | 0%
CN1CCC(N(C)C(=O)c2ccccc2F)CC1 | 0% | -13% | .
CCCCOC(=O)Nc1nnc(C(C)C)s1 | 9% | -2% | 4%
CCC(=O)Nc1ccccc1-c1nc2ccccc2n(CC(=O)c2ccc(C)cc2)c1=O | . | 18% | 11%
CCN(CC(=O)Nc1c(F)cccc1F)C(=O)C1CC(=O)N(c2ccccc2OC)C1 (stereo unspecified) | 1% | 19% | 1%
Cc1nc(C(=O)NC2CC2)sc1C1(C)CC(c2cccc([N+](=O)[O-])c2)=NO1 (stereo unspecified) | 8% | 13% | 1%
O=C(c1cc2ccccc2cc1O)N1CCN(c2ccccn2)CC1 | -7% | -7% | -3%
